# High-throughput results (PubChem)
# TAG inh = reduces triacylglycerol accumulation in H9c2 cells | inhibition, % at 12.5 µM | Nile Red lipid (TAG) fluorescence; cells loaded with 200 µM oleic acid | AID 651582 | actives 0.66% (n = 230,000);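 active = pattern-corrected inhibition of lipid staining of at least 50% with the nuclear-stain viability signal not falling by more than 50%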;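 also: 0% = DMSO wells and 100% = triacsin C control wells; some results filed as inactive read as strong as hits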
# TAG inh DAPI viability = recorded beside TAG inh, whose call it bears; DAPI nuclei signal change (viability), lower = more cytotoxic, %;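 whole-well DAPI fluorescence read on a plate reader as a viability signal; minus 50 percent equals half of cells still viable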
# Active calls of the source: *. The list is partial; the hit share may differ from the screen's.
SMILES,TAG inh,TAG inh DAPI viability
Cc1ccc(C(=O)NCCSCc2ccc(Cl)cc2Cl)cc1[N+](=O)[O-],-14,5
O=C(c1ncn2c1c(=O)[nH]c1ccccc12)N1CCc2ccccc2C1,-1,-8
NS(=O)(=O)c1ccc(CCNC(=O)CSCc2ccccc2)cc1,9,2
Cc1cccc(OCC(=O)Nc2ccc3c4c(cccc24)CC3)c1C,-17,-1
Cc1ccc([N+](=O)[O-])cc1NC(=S)NC(=O)c1cccs1,8,1
C[C@H]1CN(S(=O)C(C)(C)C)[C@@H](CCO)/C1=C\CCO (stereo not given in full),-8,11
COc1cc(CN2CCCC(C)C2)ccc1OCc1ccccc1 (stereo not given),-8,7
CCC(=O)N(C)C[C@H]1Oc2ncc(C#Cc3ccncc3)cc2C(=O)N([C@@H](C)CO)C[C@@H]1C,-7,180
Cc1ccc(S(=O)(=O)N(CC(=O)Nc2ccccc2-c2ccccc2)c2ccc(C)cc2C)cc1,14,-5
O=C(CSc1ccccn1)Nc1ccc(Br)cn1,5,-2
CC(C)(CNC(=O)COc1ccccc1Cc1ccccc1)N1CCOCC1,-11,2
CCOC(=O)c1ccc(NC(=O)c2nc[nH]c2C(=O)NCc2ccccc2)cc1,26,-5
COc1ccc(C2SCC(C(=O)NCc3ccc(F)cc3)N2C(C)=O)cc1 (stereo not given),1,-10
Cc1nn(-c2ccccc2)c2c1C(c1cccnc1)N1C=C(S(=O)(=O)N3CCCCC3)C=CC1=N2 (stereo not given),10,-11
O=C(CSc1ncccn1)NCc1ccccc1,7,6
COc1ccc(/C=C2/SC(=O)N(CC(=O)NCCC(C)C)C2=O)cc1OC,3,-1
COc1cc(C(=O)Nc2cc(C)ccn2)cc(OC)c1OC,4,-2
Cc1ccc(S(=O)(=O)CCC(=O)OCC(=O)N2CCN(S(=O)(=O)c3ccc(Cl)cc3)CC2)cc1,28,1
O=C(COc1ccccc1)Nc1ccc(S(=O)(=O)N2CCCC2)cc1,-18,-10
CCOC(=O)c1sc(NC(=O)CN2C(=O)NC3(CCC(C)CC3)C2=O)c(C(=O)OCC)c1C (stereo not given),25,-4
COc1ccc(C2C(C(=O)c3cccs3)=C(O)C(=O)N2c2cccc(C)n2)cc1OC (stereo not given),1,-1
CCOC(=O)c1cc(Sc2ccccc2N)cc(C(=O)OCC)n1,0,1
COc1cccc(-c2cc3nc(NCCCN(C)C)n(C)c(=O)c3s2)c1,8,6
O=C(COC(=O)C1CC2C=CC1C2)NCc1ccccc1Cl (stereo not given),4,4
COc1ccc(OC)c(-c2csc(NC(=O)Cn3[nH]c(=O)c4ccccc4c3=O)n2)c1,-5,-1
Cc1cccc(C)c1NC(=O)CN(C)C(=O)c1ccc(OCc2ccccc2)cc1,-1,-3
CC(=O)N/C(=C\c1ccccc1)C(=O)OCCCOC(=O)/C(=C/c1ccccc1)NC(C)=O,2,10
CC1(C)Cc2cccc(OCC(=O)N3CCN(c4cccc(C(F)(F)F)c4)CC3)c2O1,-7,6
O=C(Cn1cc2c(n1)CCCCC2)NCCN1CCOCC1,12,2
Cc1onc(-c2ccccc2)c1C(=O)OCC(=O)Nc1ccc(OC(F)(F)F)cc1,-20,-3
O=C1C=CC(O)(c2cc(=O)c3c(O)cc(O)cc3o2)C=C1,97,-86
C[C@H](CO)N1C[C@H](C)[C@@H](CN(C)S(=O)(=O)c2cn(C)cn2)Oc2ccc(NC(=O)C3CCCCC3)cc2C1=O,7,-5
O=C1c2ccccc2-c2nc3ncnn3c(-c3ccccc3Cl)c21,8,4
COc1ccccc1COC(=O)N/C=C/c1ccco1,-14,-2
COc1ccc(Oc2ccc(NC(=O)c3ccccc3C)cc2)cc1,2,-12
COc1ccc(-c2cc(C(=O)OCC(=O)N(C)C)c3ccccc3n2)cc1,7,-3
Cc1ccccc1-n1nnnc1SCC(=O)N(C)C1CCS(=O)(=O)C1 (stereo not given),10,-1
CC(C)CNS(=O)(=O)c1cc(C(=O)OCC(=O)N(C)C2CCS(=O)(=O)C2)c(Cl)cc1Cl (stereo not given),12,-6
O=c1c2ccccc2nnn1CSc1nnc2ccccn12,9,2
COc1cccc(C(=O)NC2CCCC2)c1,-11,3
C/C(CC(=O)NCCCN1CCOCC1)=N\NC(=O)COc1ccc(C)cc1,-1,-3
CC(=O)Oc1ccc(C(=O)[C@H]2[C@H]3C(=O)N(c4ccc(C)cc4C)C(=O)[C@H]3[C@@H]3C=CC=NN32)cc1,12,0
Cc1csc(Cn2c(CN(C)C)nc3ccccc3c2=O)n1,3,1
Cc1ccc(N/C=C/c2onc(C)c2[N+](=O)[O-])cc1,-5,-6
CC(C)C[C@H](NC(=O)OC(C)(C)C)C(=O)N[C@@H](CO)[C@H](O)[C@@H]1C[C@@H]1C(=O)N(C)C,-20,1
CC(=O)Nc1ccc(S(=O)(=O)N2CCN=C2SCc2ccccc2C)cc1,-15,3
COc1cc(/C=N/NC(=O)Cn2cnc3ccccc3c2=O)ccc1O,-7,-4
COCCN(C(=O)c1ccccc1)c1nnc(-c2cccnc2)s1,11,-3

# Copied from the list:
# `CCOC(=O)c1ccc(NC(=O)c2nc[nH]c2C(=O)NCc2ccccc2)cc1` | TAG inh = 26
# `Cc1ccc(C(=O)NCCSCc2ccc(Cl)cc2Cl)cc1[N+](=O)[O-]` | TAG inh = -14
# `COc1ccc(OC)c(-c2csc(NC(=O)Cn3[nH]c(=O)c4ccccc4c3=O)n2)c1` | TAG inh DAPI viability = -1

# Remaining list, next part
SMILES,TAG inh,TAG inh DAPI viability
CS(=O)(=O)N(CC(=O)N1CCCCC1)c1sc2c(c1C#N)CCCC2,-20,8
CC(C)NCCOCCSc1ccc(Cl)cc1,24,24
O=C(Nc1ccccc1Cl)c1ccc(-n2cccn2)c([N+](=O)[O-])c1,4,3
CCCN1C[C@H](CSC)C[C@@H]2c3cccc4[nH]cc(c34)C[C@H]21,-6,19
Cc1cccc(NC(=S)N(CCCN2CCOCC2)C(C)c2cc3ccccc3o2)c1C (stereo not given),-4,7
CN(c1cccc(NC(=O)c2ccccc2N(C)S(=O)(=O)c2ccccc2)c1)S(C)(=O)=O,-1,2
CC1(C(=O)O)CC(C)(C(=O)O)CC(C)(C(=O)O)C1 (stereo not given),-4,-13
COc1ccc(/[N+]([O-])=C/c2ccco2)cc1,1,7
O=c1oc2ccccc2cc1-c1ccc(O)cc1O,6,-1
FC(F)(F)c1cnc(Sc2ncn[nH]2)c(Cl)c1,2,16
COc1nc(-c2ccccc2)c2cc(Br)ccc2n1,1,-1
CC(NCC(=O)Nc1ccccc1C(=O)NC1CC1)c1ccc(S(N)(=O)=O)cc1 (stereo not given),-4,7
COc1ccccc1NS(=O)(=O)c1cccc2cccnc12,-7,3
CC(Sc1nc(N)c(NC(=O)c2ccc(Br)o2)c(=O)[nH]1)C(=O)O (stereo not given),8,2
CCc1nccn1CCC(=O)N1CCCC(N2CCN(c3ccccc3F)CC2)C1 (stereo not given),-28,15
Cn1c2ccccc2c2cc(/C=N/NC(=O)c3cc(O)ccc3O)ccc21,37,-1
CC(C)OCCCNC(=O)CN1C(=O)CC(C)(C)S(=O)(=O)c2ccccc21,9,-12
N#C/C(=C\c1ccccc1)C(=O)NCCN1CCOCC1,20,-13
CCC(C)NC(=O)c1ccc(NC(=O)CC2SC(N3CCCCC3)=NC2=O)cc1 (stereo not given),-4,3
COc1cc(NC(=O)Cn2ccsc2=N)c(C)cc1[N+](=O)[O-],6,8
CN(C)CCN(C(=O)c1cccc2ccccc12)c1nc2cc3c(cc2s1)OCO3,-10,19
COc1ccc(C)c2sc(N(CCCN(C)C)C(=O)c3ccc4c(c3)OCCO4)nc12,32,21
CSc1ncc(CO)n1Cc1ccccc1,5,1
CC1CC(c2ccccc2)n2nc(NC(=O)c3ccco3)nc2N1 (stereo not given),-14,5
CC(C)n1cnnc1SCC(=O)Nc1ccc(N2CCCCC2)cc1,0,-4
COc1ccc(NS(=O)(=O)c2ccc(C)c(NC(=O)CNC(=O)c3ccco3)c2)cc1,4,1
C/C(=N\N(c1ccccc1)c1ccccc1)c1ccc(N)cc1,-22,4
Cc1cc(Br)ccc1NC(=O)CN(C)C(=O)c1ccc(-n2cncn2)c([N+](=O)[O-])c1,26,5
CN(Cc1ccno1)Cc1cn(C)nc1-c1ccc(Oc2ccccc2)cc1,-4,-5
COc1ccc(-c2oc3ccccc3c2C(=O)OCc2ccc([N+](=O)[O-])cc2)cc1,8,11
CCOC(=O)c1cnn(-c2ccccc2)c1-n1cccc1C(=O)C(=O)Nc1ccc(OC)cc1,9,-11
Cn1/c(=N/NC(=O)c2ccccc2Br)sc2ccccc21,11,-9
O=C(COC(=O)c1ccc(F)cc1F)NCc1ccc2c(c1)OCO2,-15,-4
O=C(Nc1cc(S(=O)(=O)Nc2ccc(Cl)cc2)ccc1N1CCCCC1)c1ccc(F)cc1,15,-8
CC(=O)c1ccc(NC(=O)CCSCCC(=O)Nc2ccc(C(C)=O)cc2)cc1,13,-15
CCOC(=O)c1c(NC(=O)CS(=O)(=O)c2cn(CC)c3ccccc23)sc2c1CCCCC2,1,1

# Part of the list above in order of molecular weight, descending.
SMILES,TAG inh,TAG inh DAPI viability
O=C(Nc1cc(S(=O)(=O)Nc2ccc(Cl)cc2)ccc1N1CCCCC1)c1ccc(F)cc1,15,-8
Cc1cc(Br)ccc1NC(=O)CN(C)C(=O)c1ccc(-n2cncn2)c([N+](=O)[O-])c1,26,5
CCOC(=O)c1cnn(-c2ccccc2)c1-n1cccc1C(=O)C(=O)Nc1ccc(OC)cc1,9,-11
COc1ccc(-c2oc3ccccc3c2C(=O)OCc2ccc([N+](=O)[O-])cc2)cc1,8,11
CN(Cc1ccno1)Cc1cn(C)nc1-c1ccc(Oc2ccccc2)cc1,-4,-5
O=C(COC(=O)c1ccc(F)cc1F)NCc1ccc2c(c1)OCO2,-15,-4

# The listing continues.
SMILES,TAG inh,TAG inh DAPI viability
Cc1cccc(N=Cc2cc3c(cc2[N+](=O)[O-])OCO3)c1,25,-5
O=C(O)C1CCCN(C(=O)/C=C/c2ccccc2)CC1 (stereo not given),-10,-2
CCCCC(=Nc1ccc(N)cc1)C1=C(O)C(C(=O)OC)C(C)(C)CC1=O (stereo not given),9,-22
Cc1[nH]n(-c2cccc(Cl)c2)c(=O)c1-c1ccc(Cl)cc1,-4,-8
COc1ccc(CNC(=O)COc2ccccc2C(=O)c2cnn(-c3ccccc3)c2)cc1OC,5,-5
CCN1C(=O)/C(=C/c2ccc(C)s2)SC1=Nc1ccc(OC)cc1,21,-3
CCOC(=O)C1CCCN(S(=O)(=O)Cc2ccc(Cl)cc2)C1 (stereo not given),10,-12
CCCCOc1ccc(C(=O)N(CC)CC(=O)NCc2cccs2)cc1,-20,6
NC(=O)CC1C(=O)N(c2ccc(F)cc2)C(=O)N1NC(=O)CCc1ccccc1 (stereo not given),2,0
NC(=O)c1ccsc1NC(=O)COC(=O)c1c(F)cccc1Cl,-11,-1
O=Cc1ccc(OCC(=O)N2CCc3ccccc32)c(Br)c1,5,0
O=C(NNC(=O)[C@@H]1CCCC[C@@H]1C(=O)O)c1cccs1,8,-15
O=C(O)c1cc(=S)nc[nH]1,0,11
CCOc1ccccc1OCCCC(=O)N(CC)CC(=O)Nc1ccc(NC(C)=O)cc1,2,-11
COc1ccccc1Nc1nc(N)nc(CN2CCc3ccccc3C2)n1,2,-3
CC(C)(c1ccc(O)cc1)c1ccc(O)c(C(=O)O)c1,3,0
COc1ccc(C(=O)OC2CCN(c3ncc(C(F)(F)F)cc3Cl)CC2)cc1,-7,-9
CCOC(=O)c1sc(N(Cc2ccccc2)C(=O)CSc2nnc(C3CC3)n2N)nc1C,-111,6
Cc1cc(C)nc(N/N=C/c2cc3c(cc2[N+](=O)[O-])OCO3)n1,-1,1
Cc1cc(NC(=O)CSCC(=O)Nc2ccccc2Oc2ccccc2)no1,0,-2
CCOC(=O)c1ccc(NC(=O)c2nc[nH]c2C(=O)N[C@@H](CC(C)C)C(=O)OCc2ccccc2)cc1,2,6
COC(=O)c1oc2ccccc2c1N,5,14
CCCCOc1ccccc1N,22,-2
Cc1ccc(-c2csc(NC(=O)C3CC=CCC3C(=O)O)c2C(=O)OC(C)C)cc1 (stereo not given),-17,9
CCOc1ccccc1OCCCC(=O)Nc1ccc(Cl)c(S(=O)(=O)N2CCOCC2)c1,8,5
CC1CC(=O)N(C)c2cc([N+](=O)[O-])ccc2N1 (stereo not given),22,-5
CCOC(=O)c1sc2nc(N3CCOCC3)c3c(c2c1N)CCCC3,48,116

# Fetched by compound from the entries so far:
SMILES,TAG inh,TAG inh DAPI viability
CCOC(=O)c1ccc(NC(=O)c2nc[nH]c2C(=O)N[C@@H](CC(C)C)C(=O)OCc2ccccc2)cc1,2,6
CCCCOc1ccccc1N,22,-2
Cc1cc(C)nc(N/N=C/c2cc3c(cc2[N+](=O)[O-])OCO3)n1,-1,1
